TNAP act hi DEA: TNAP activators at high phosphate acceptor level, primary screen, biochemical, luminescence, uHTS; purified TNAP, CDP-star luminescence, 1 M DEA, 30 min; active compounds read high; 0 = EDTA background, 1 = DMSO-only activity; 200,000 tested, under 10 active; AID 1136, 2008; activation factor at 20 µM;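 active = activation factor at least 2 at 20 µM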
Target sequence (P05186 whole entry, looked up): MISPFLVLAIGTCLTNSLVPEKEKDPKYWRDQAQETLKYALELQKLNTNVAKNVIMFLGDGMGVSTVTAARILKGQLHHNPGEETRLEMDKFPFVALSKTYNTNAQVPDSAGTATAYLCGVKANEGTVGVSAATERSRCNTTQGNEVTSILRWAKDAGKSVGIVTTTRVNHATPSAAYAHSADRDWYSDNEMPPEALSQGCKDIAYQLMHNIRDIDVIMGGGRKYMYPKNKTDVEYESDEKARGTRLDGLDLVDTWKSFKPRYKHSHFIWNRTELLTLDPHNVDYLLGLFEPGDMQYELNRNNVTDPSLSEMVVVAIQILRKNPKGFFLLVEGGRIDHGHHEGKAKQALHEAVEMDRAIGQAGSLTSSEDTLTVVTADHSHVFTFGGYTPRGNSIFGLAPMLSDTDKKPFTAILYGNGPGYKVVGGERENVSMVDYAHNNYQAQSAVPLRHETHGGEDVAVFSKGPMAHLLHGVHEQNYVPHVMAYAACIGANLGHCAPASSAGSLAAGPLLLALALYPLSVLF
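system = human TNAP | amount = enzyme diluted 1/800 final | reagent = 100 µM CDP-star substrate | signal = luminescent substrate turnover signal | dosing = one dose, 20 µM | benchmarks = EDTA negative control, DMSO positive control | measure = activation factor | timing = 30 min reaction, room temperature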
Diaph inh CS: diaphorase inhibitors and chemical oxidizers, primary screen, counter-screen for diaphorase-coupled primary assays, biochemical, uHTS, resorufin fluorescence | AID 1217, 2008 | actives 0.69% (n = 190,000) | inhibition, % at 20 µM | diaphorase resazurin-to-resorufin fluorescence, NADH, 16 min; bacterial (C. kluyveri) enzyme, not human;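 active = primary screen inhibition at 20 µM above a set limit, cut at about 50% in these data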;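 note: plate controls were DMSO with full reaction for no effect and wells lacking NADH for full effect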
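Test system: diaphorase enzyme from Clostridium kluyveri; amount: diaphorase at 0.14 U/mL in enzyme working solution; detection: fluorescence of resorufin formed from resazurin, Ex 544/Em 590 nm; times: reaction incubation of 16 min at room temperature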
PMI activator: activators of human PMI, primary screen, biochemical, fluorescence intensity, near-Km mannose 6-phosphate. Mannose-6-phosphate isomerase (Homo sapiens), P34949. actives 0.005% (n = 190,000). purified human PMI, coupled resazurin fluorescence, 20 min; active compounds read high; 1 = vehicle control, 0 substrate-free wells. activation factor at 20 µM. AID 1214, 2008;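 active = activation factor of 2 or more at 20 µM, relative to plate controls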
Target sequence (P34949 whole entry, looked up): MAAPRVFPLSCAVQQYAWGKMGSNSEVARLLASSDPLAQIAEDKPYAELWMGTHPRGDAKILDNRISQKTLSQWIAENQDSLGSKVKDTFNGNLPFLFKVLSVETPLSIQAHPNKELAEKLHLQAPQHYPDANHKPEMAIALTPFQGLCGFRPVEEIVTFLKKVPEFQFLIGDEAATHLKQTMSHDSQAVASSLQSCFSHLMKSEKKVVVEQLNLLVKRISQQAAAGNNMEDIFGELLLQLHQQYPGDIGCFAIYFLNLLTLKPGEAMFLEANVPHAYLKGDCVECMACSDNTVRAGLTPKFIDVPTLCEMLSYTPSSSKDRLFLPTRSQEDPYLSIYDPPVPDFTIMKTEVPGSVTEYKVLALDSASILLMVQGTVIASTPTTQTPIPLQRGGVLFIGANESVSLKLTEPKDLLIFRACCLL
PMI act hi M6P: human PMI activators, high substrate, primary screen, biochemical, fluorescence intensity, near-saturating mannose 6-phosphate; Mannose-6-phosphate isomerase (Homo sapiens), P34949; coupled PMI enzyme assay, resazurin fluorescence, 20 min; active compounds read high; 1 = untreated enzyme, 0 = substrate-free blank; activation factor at 20 µM; actives 0.34% (n = 190,000);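 active = activation factor of 2 or more at 20 µM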
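Test system: Human PMI in coupled enzyme assay | Input: 15 ng/mL PMI | Medium: HEPES-buffered pH 7.4 with magnesium and detergent | Compound: One concentration, 20 µM, in 1% DMSO | Incubation: Enzyme reaction with compound 20 min at room temperature | Detection: Diaphorase-driven resazurin-to-resorufin fluorescence, excitation 544, emission 590 nm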
FLuc stim CS: FLuc activators, initial screening, artefact control for FLuc-dependent activation tests, biochemical, ATPlite luminescence | activation factor at 10 µM | AID 1027, 2008 | ATPlite luciferase biochemical, 10 min; 0 = ATP-free wells, 1 = DMSO control | Luciferin 4-monooxygenase (Photinus pyralis), P08659 | 200,000 tested, under 10 active;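 active = luciferase activation factor, scaled between plate controls, of at least 2 with compound at 10 µM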
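System: cell-free luciferase reagent; medium: PBS as buffer for the ATP substrate; doses: test compounds dosed from 2 mM stocks in 100% DMSO; incubation: 10 min, room temperature; measured by: luminescence from luciferase reaction; read-out: luciferase activation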
Efa HMGR inh: inhibitors of E. faecalis class II HMGR, primary screen, biochemical, Enterococcus faecalis. purified E. faecalis HMGR, NADPH absorbance 340 nm kinetic. inhibition, % at 10 µM. actives 0.41% (n = 190,000);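 active = inhibition above a set limit, the median over all tested compounds plus 3 SD, cut at about 9.5% in these data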;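 note: enzyme runs in reverse so mevalonate oxidation gives rising NADPH absorbance; 0% = complete reaction with DMSO and 100% = background rate lacking mevalonate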
G6PDH CS: L. mesenteroides G6PDH inhibitors, counter-screen for G6PDH-coupled screening assays, biochemical, Leuconostoc mesenteroides enzyme. glucose-6-phosphate dehydrogenase [Leuconostoc mesenteroides]. Purified L. mesenteroides G6PDH, diaphorase/resazurin coupled fluorescence, 45 min. inhibition, % at 5 µM. actives 0.12% (n = 200,000); in the data active = inhibition above about 50%
Diaph act CS: compounds boosting diaphorase resazurin reduction – biochemical, uHTS, resorufin fluorescence, counter-screen for diaphorase-coupled primary assays, primary screen; Diaphorase/resazurin coupled assay, 16 min; active compounds read high; 1 = vehicle wells, 0 = NADH-free wells; activation factor at 20 µM; actives 0.005% (n = 190,000);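 active = diaphorase activity raised at least twofold by the compound at 20 µM; inactive = activation factor below 2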
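Material: purified diaphorase enzyme from Clostridium kluyveri; Also added: 0.114 mM NADH and 0.1 mM resazurin, final amounts; Doses: single compound dose of 20 µM, 1% DMSO final; Times: 16 min enzyme reaction, ambient temperature; Detection: resorufin fluorescence, excitation 544 nm, emission 590 nm; Measure: increased resorufin signal from activators or reducing compounds.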
TNAP inh hiacc: human TNAP enzyme inhibitors, primary screen, biochemical, luminescent, high phosphate acceptor level, uHTS; Alkaline phosphatase, tissue-nonspecific isozyme (Homo sapiens), P05186; purified TNAP, CDP-star luminescence, 1 M DEA; inhibition, % at 20 µM; actives 0.03% (n = 200,000); AID 1135, 2008;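 active = over 50% inhibition of tissue-nonspecific alkaline phosphatase at 20 µM in the single-dose screen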;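 note: plate controls were DMSO wells for no effect and EDTA-quenched wells as full inhibition for full effect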
TNAP inh no acc: human TNAP enzyme inhibitors, primary screen, biochemical, luminescent, no phosphate acceptor, uHTS; inhibition, % at 20 µM; actives 0.26% (n = 200,000); Alkaline phosphatase, tissue-nonspecific isozyme (Homo sapiens), P05186; purified TNAP, CDP-star luminescence, 30 min;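 active = tissue-nonspecific alkaline phosphatase inhibition above about 50% at 20 µM in the single-dose screen, limit read from the data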;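 note: 0% = DMSO negative control and 100% = EDTA positive control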
Numbers without * were called inactive; . = no result given. Compounds as they come, and some 1.7% of all compounds hit somewhere here.

#	Structure	TNAP inh no acc	Diaph act CS	FLuc stim CS	Diaph inh CS	TNAP act hi DEA	G6PDH CS	PMI act hi M6P	Efa HMGR inh	TNAP inh hiacc	PMI activator
1	CC(=O)Oc1ccccc1/C=C1\CCOC1=O	-12	0.9	1	6	1.1	4	1	-2	-7	1
2	C/C=C/c1ccc(OCCCCOc2ccccc2C(C)=O)c(OC)c1	-15	0.8	1	15	1	-12	0.9	-2	-2	1
3	CC(C)NC(=S)N=Nc1c(O)[nH]c2ccc([N+](=O)[O-])cc12	-64	0.9	1.1	13	0.8	5	0.7	0	16	0.9
4	O=C(/C=C/c1ccccc1)N1CCN(c2c(Cl)cccc2[N+](=O)[O-])CC1	-2	0.8	1	21	1	-1	0.8	-5	1	0.8
5	O=C(NCN1CCc2ccccc2C1)c1cnccn1	-4	0.9	1.1	6	1.1	2	1	.	-8	1
6	CSc1nnc2n(C)c3c(c(=O)n12)C1(CCCC1)Cc1ccccc1-3	-5	0.8	1	19	1.1	3	1.1	1	-6	1
7	Nc1c(C(=O)NCc2ccc3c(c2)OCO3)c2nc3ccccc3nc2n1CCCN1CCOCC1	-16	0.8	1	17	1	8	0.6	-5	-1	0.8
8	C/C=C/CSc1nc2c(c(=O)[nH]c(=O)n2C)n1C(C)C	-5	0.8	1.1	20	1	4	0.9	-1	-4	0.9
9	CC(=O)NC(CCS(C)(=O)=O)C(=O)Nc1cc(Cl)ccc1Cl (stereo not drawn)	5	0.8	1	22	1	13	0.8	-10	-2	0.8
10	O=C(c1cccs1)N(CC1CCCO1)c1nc(-c2ccccc2)cs1 (stereo not drawn)	-5	0.8	1	18	1	-2	0.9	-10	-1	0.9
11	CCCN1C(=O)C(O)(C2CC(=O)CC(C)(C)O2)c2ccccc21 (stereo not drawn)	-4	0.9	1.1	6	1.1	0	1.1	3	-5	1
12	CCOc1ccccc1N(CC(=O)NCc1ccc(OC)cc1)S(C)(=O)=O	-11	1	1	0	1	6	1.1	0	-2	1.1
13	COC(=O)c1ccc(NC(=O)CCN2CCN(CCC(=O)Nc3ccc(C(=O)OC)cc3)CC2)cc1	-12	1.1	1.1	-8	1	-5	1.1	-1	-2	1.1
14	COc1cccc(CNc2cccc(C(F)(F)F)c2)c1O	-17	0.8	1.1	24	1.1	1	0.8	-2	-5	0.9
15	O=C(CSc1nnc(CCc2ccccc2)n1-c1ccc(Cl)cc1)NCc1ccccc1	0	0.9	1.1	9	1.1	2	1	-4	-6	1
16	C=C(C)CC(Nc1ccc(OC)cc1)c1ccco1 (stereo not drawn)	-4	0.9	1	10	1	16	0.6	3	-3	0.8
17	Cc1nn(Cc2ccccc2)c(C)c1NC(=O)CSc1nc2c(c(C(F)(F)F)n1)CCc1ccccc1-2	-14	0.9	1.1	9	1	-16	1.1	-4	-1	0.9
18	COc1cccc(NC(=O)COc2ccccc2C(N)=O)c1	-4	0.8	0.3	15	1	-11	0.9	3	-1	0.9
19	O=C(NCCN1CCCCC1)c1ccc(=O)oc1	-10	1.1	1	-6	1.1	12	1	-3	-7	1
20	Nc1nc(-c2ccccn2)nc(N)c1Cc1ccc(Cl)cc1Cl	-45	0.9	0.9	6	1.1	21	0.8	-2	-6	1
21	CCOc1cc(-c2noc(CCCC(N)=O)n2)cc(Br)c1OC	-12	0.8	1	22	1.1	13	0.8	-1	-6	0.8
22	O=C(Nc1ccc(Cl)c(Cl)c1)Nc1cc(C(=O)NC2CC2)ccc1Cl	0	0.8	1	16	1	-30	0.8	1	3	0.7
23	Nc1nc(NCc2ccco2)nc(N2CCCCCC2)c1[N+](=O)[O-]	-6	0.9	1	13	1	1	0.8	0	-3	1
24	CC1(C)Oc2ccc3ccc(=O)oc3c2-c2cn[nH]c21	8	0.9	0.9	12	1	-6	0.8	-1	0	0.8
25	O=C(COC(=O)/C=C/c1cccc([N+](=O)[O-])c1)NCc1ccco1	-8	1	1	4	1.1	0	1.1	-4	-7	1
26	Cc1cc(OC(=O)c2ccc(S(=O)(=O)N3CCCCC3)cc2)c([N+](=O)[O-])c(=O)[nH]1	-17	1	1.1	2	1	1	1	-5	-3	1
27	C=CCNc1nc(Cl)nc(Nc2ccc(OCC)cc2)n1	-11	0.9	1.1	6	1.1	-17	1	-4	-5	1
28	O=C(Nc1ccccc1O)c1cc(S(=O)(=O)N2CCOCC2)c(Cl)cc1Cl	2	1	1.1	4	1.1	13	1.1	-6	-6	1
29	O=C(CCl)Nc1cccc2ncccc12	-15	1	1.2	4	1	-13	0.6	1	-5	0.9
30	O=C1c2cnc3nc(SCc4ccc(Cl)cc4)nn3c2CC2c3ccccc3CCN12 (stereo not drawn)	2	0.9	1.1	11	1.1	-3	1	-2	-8	1.1
31	O=C(CSc1nccn1-c1cccc(Cl)c1)NO	-14	0.7	1.1	26	1	5	0.9	0	-3	1
32	CN(C)CCCNC(=O)c1ccccn1	-19	1	1.1	4	1.1	-1	1.1	-1	-6	1
33	Cc1cccc(-n2c(N)cc(=O)nc2SCC(=O)NC2CCCCC2)c1	-6	0.8	1.2	15	1	3	0.9	-4	-2	0.9
34	CC(C)(C)c1ccc(-c2nnc(SCC(=O)NC3CCS(=O)(=O)C3)n2N)cc1 (stereo not drawn)	-6	1	0.9	2	1	11	0.9	-4	-1	0.9
35	O=S(=O)(NCCSc1nc2ccccc2o1)c1ccccc1	-9	1	1	-3	1	5	1	-1	2	1.1
36	O=C(CCc1ccccc1)Nc1ccccc1	-2	.	0.9	.	1	10	.	-1	-3	.
37	Cc1ccc(SCc2cc(-c3ccc(Cl)cc3)on2)cc1	-2	0.9	1.1	12	1.1	-21	0.9	-2	-6	1
38	CCn1nc(C)c(NC(=O)c2ccc(Cl)cc2)c1C	-12	1	1.1	2	1	2	1.2	-9	-4	1.1
39	CCCn1c2ccccc2c2nc3ccccc3nc21	1	0.8	1.1	17	1	-1	1.3	-4	0	1.1
40	Cc1nn(Cc2ccc(Cl)cc2)c(C)c1NC(=O)CSc1nc2c(c(C(F)(F)F)n1)CCc1ccccc1-2	-8	1	1	0	1	1	1.1	-4	-4	1
41	CN1CCN(S(=O)(=O)c2ccc(NC(=S)NC(=O)C3CC3)cc2)CC1	-5	0.9	1.1	10	1	0	1	1	-4	1
42	CCCCn1nnc(NC(=O)C(c2ccccc2)c2ccccc2)n1	-9	0.9	1.1	6	1.1	17	1	-13	-6	1
43	C/C(=C\C=C\c1ccccc1)C(=O)c1c(C)cc(C)[nH]c1=O	-9	0.9	1	9	1	-1	0.8	-2	-3	1
44	Nc1nc(N2CCN(Cc3ccccc3)CC2)n[nH]1	0	1.1	1	-7	1.1	9	1	-7	-5	1
45	CCn1cc(/C=N/NS(=O)(=O)c2ccc(OC)cc2)c(C)n1	-11	0.9	1.1	15	1	0	1	-2	0	1
46	Cc1ccc(-c2nc(CSCC(=O)NCCN3CCN(Cc4ccccc4)CC3)c(C)o2)cc1	-14	1	1	2	1.1	4	1	-4	-6	1
47	CCCCN(C)C(=S)Nc1ccc2nc(N3CCN(CC)CC3)cc(C)c2c1	-2	1.1	1.1	-10	1	-2	0.8	-2	-3	1
48	COc1ccc(C2CC(c3ccccc3)=NN2c2ccc(N)cc2)cc1 (stereo not drawn)	5	0.8	1	20	0.9	-1	0.9	-4	8	0.8
49	O=C(NCC1CCCN(Cc2ccc3nonc3c2)C1)c1cccc(C(F)(F)F)c1 (stereo not drawn)	3	.	1	.	0.9	12	.	1	5	.
50	O=C(COc1ccc(Br)cc1)N(Cc1ccccc1)c1ccccn1	-12	0.9	1.1	13	1.1	1	0.8	-4	-8	0.9

(next part)
#	Structure	TNAP inh no acc	Diaph act CS	FLuc stim CS	Diaph inh CS	TNAP act hi DEA	G6PDH CS	PMI act hi M6P	Efa HMGR inh	TNAP inh hiacc	PMI activator
51	COc1ccc(N2CCN(C(=O)CSc3ccccc3)CC2)cc1	-8	0.8	1	17	1	2	0.9	1	-5	0.8
52	CS(=O)(=O)N(CC(=O)Nc1ccc(C(N)=O)cc1)C1CCCCC1	0	0.9	1	8	1	10	0.9	-2	-1	0.9
53	OCCC1CN(Cc2nc(-c3ccccc3)cs2)CCN1CCc1ccccc1 (stereo not drawn)	-10	0.8	1	24	1.1	9	1	4	-9	0.9
54	Cc1cccc(-n2c(SCc3ccc([N+](=O)[O-])cc3)nnc2-c2c[nH]c3ccccc23)c1	-9	0.8	1.1	18	1.1	2	1	0	-6	0.9
55	Cc1cc(Nc2nc3ccccc3nc2Cl)n(-c2ccccc2)n1	-5	0.9	1	12	1	7	1	-5	-2	1
56	CC(OC(=O)c1cccc(S(=O)(=O)Nc2cccc(C(F)(F)F)c2)c1)C(=O)Nc1ccc2c(c1)OCCO2 (stereo not drawn)	-10	0.8	1	24	1	8	0.8	-6	-1	0.7
57	COC(=O)[C@@]1(Cc2ccc(F)cc2)[C@H]2c3cc(C(=O)N4CCCC4)n(CCO)c3C[C@H]2CN1C(=O)c1ccccc1	-8	0.9	1	11	1	4	0.9	-9	-2	1
58	CC(NC(=O)c1cc(S(=O)(=O)N(C)C)ccc1N1CCCC1)C1CC2CCC1C2 (stereo not drawn)	-13	1	1.1	0	1	11	1	-2	-3	1.1

Results in TNAP act hi DEA, for some of the entries so far:
nr | Molecule | TNAP act hi DEA
22 | O=C(Nc1ccc(Cl)c(Cl)c1)Nc1cc(C(=O)NC2CC2)ccc1Cl | 1
23 | Nc1nc(NCc2ccco2)nc(N2CCCCCC2)c1[N+](=O)[O-] | 1
